Screening results deposited in PubChem BioAssay by Fisher Drug Discovery Resource Center.
NPYLR7 ag = agonists of mosquito NPYLR7 receptor, primary screen, cell-based, Aedes aegypti, calcium fluorescence, mosquito biting behavior | hit rate 0.15% among 270,000 | activation, % at 10 µM | Aedes aegypti neuropeptide Y-like receptor 7 (NPYLR7) | HEK293T NPYLR7/Galpha15, GCaMP6s calcium fluorescence | AID 1259423, 2018; in the data active means activation above about 40%;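 further: 0% = vehicle and 100% = reference agonist at the receptor; some compounds past the cut are filed as inactive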
mcGAS lum = cyclic GMP-AMP synthase inhibitors, mouse, primary biochemical chemiluminescence. Q8C6L5. recombinant cGAS, Kinase-Glo ATP depletion luminescence. inhibition, % at 12.5 µM. hit rate 0.15% among 160,000. AID 1259399, 2018;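 further: 0% = negative control wells and 100% = reference inhibitor with no enzyme activity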
hcGAS lum = Primary biochemical luminescence assay for human cyclic GMP-AMP synthase inhibitors; hit rate 0.081% among 290,000; Q8N884; AID 1259398, 2018; recombinant h-cGAS, ATP depletion, Kinase-Glo luminescence; inhibition, % at 12.5 µM;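 further: 0% = vehicle reaction and 100% = reaction without DNA for no activity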
Target sequence (Q8N884 whole entry, looked up): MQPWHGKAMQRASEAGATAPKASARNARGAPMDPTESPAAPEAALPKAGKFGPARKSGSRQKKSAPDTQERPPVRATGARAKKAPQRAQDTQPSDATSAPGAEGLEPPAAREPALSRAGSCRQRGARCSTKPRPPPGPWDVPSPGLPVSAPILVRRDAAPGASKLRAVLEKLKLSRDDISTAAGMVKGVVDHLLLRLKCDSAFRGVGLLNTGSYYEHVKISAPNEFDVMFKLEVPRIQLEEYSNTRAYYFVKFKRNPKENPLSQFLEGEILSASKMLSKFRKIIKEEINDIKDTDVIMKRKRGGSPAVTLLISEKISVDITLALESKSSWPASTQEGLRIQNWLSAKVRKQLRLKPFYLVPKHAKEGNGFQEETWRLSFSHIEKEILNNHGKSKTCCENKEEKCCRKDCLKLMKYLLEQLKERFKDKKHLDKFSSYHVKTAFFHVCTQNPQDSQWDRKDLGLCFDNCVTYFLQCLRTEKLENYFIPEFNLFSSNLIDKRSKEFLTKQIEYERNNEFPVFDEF
Active calls of the source: *; . = no result given. Unless noted, no stated cut-off is given here; in the data, active means inhibition above about 40%; inactive means the rest.

SMILES | NPYLR7 ag | mcGAS lum | hcGAS lum
O=C(COCc1ccccc1)N1CCN(C(c2ccc(Cl)cc2)c2ccc(Cl)cc2)CC1 | -1 | -6 | -3
CCC(NC(=O)c1ccc2nc(-c3cccc(OC)c3)oc2c1)c1ccncc1 (stereo unspecified) | -5 | -1 | -3
NC(=O)c1cc(-c2cccc(C(=O)O)c2)cs1 | -4 | . | 4
COc1cc(CN(C)C(=O)NC2CCOc3ccccc32)ccc1SC (stereo unspecified) | -8 | . | -12
CCOC(=O)C1C2C=CC3(CN(CCCOC)C(=O)C13)O2 (stereo unspecified) | 0 | . | -8
CCC(=O)c1c(N2CCOCC2)nc(C)c2c1CCCC2 | -2 | . | 5
CC(=O)N1CCN(C(=O)c2coc(CN(CCN3CCOCC3)Cc3cccc(Oc4ccccc4)c3)n2)CC1 | 20 | -6 | -7
CN1CCN(C(=O)c2ccccc2-n2cncn2)CC1C(=O)O (stereo unspecified) | 4 | . | -6
COCCC(=O)N(CCN1CCCCC1)CC1CCCN(C2CCCC2)C1 (stereo unspecified) | 1 | -3 | 3
CCc1nc(/C(C#N)=C/c2cn[nH]c2C(C)(C)C)sc1C | 7 | . | -8
CCC(C)c1ccccc1NS(=O)(=O)c1ccc(C#N)cc1 (stereo unspecified) | -1 | . | 3
CN(C)/C=C1\N=C(c2cccc(F)c2)OC1=O | -6 | -6 | -9
COc1cccc(-n2nnc3c(=O)n(Cc4ccccc4F)cnc32)c1 | 9 | . | -3
CC(C)(C)c1ccc(O)c(CN2CCC(CN)C2)c1 (stereo unspecified) | 5 | -19 | -6
COc1cc2cc(CN3CC(n4nc(C)cc4C)C3)c(=O)[nH]c2cc1OC | . | -2 | -1
COc1cccc(OCc2ccccc2)c1C(=O)NCCCN1CCOCC1 | -6 | -4 | -3
COc1cc(/C=C2/C(=O)N(c3ccc(Cl)c(Cl)c3)N=C2C)ccc1OC(C)=O | -3 | 2 | 3
Cc1cccc(NC(=O)CCc2n[nH]c(=S)[nH]c2=O)c1 | -2 | . | 0
Cc1ccc(OCCN2CCC2(C)C(=O)N2CCN(C(=O)c3ccco3)CC2)cc1 (stereo unspecified) | 7 | . | -1
COc1cc(NC(=O)N(Cc2ccc(OC)c(OS(C)(=O)=O)c2)C(C)C)cc(OC)c1 | 35 | -6 | -5
CC(C)n1ccnc1-c1nccn1CCOc1ccccc1 | -1 | . | -3
COc1ccc(C(=O)NC(C(=O)NC(C)C(C)C)C2CCN(C(=O)c3ccccc3OC)CC2)cc1 (stereo unspecified) | 11 | -4 | -4
CSCCCN1CCCCC1C(=O)Nc1ccc(Oc2cccnc2)cc1 (stereo unspecified) | 7 | . | -7
CCOC(=O)c1[nH]c2ccccc2c1NC(=O)Cc1ccccc1 | 1 | -9 | -11
COc1ccc(F)c(CN2CCCC3(CCN(C(=O)C4=CCCC4)C3)C2)c1 (stereo unspecified) | 0 | . | 1
SMILES | NPYLR7 ag | mcGAS lum | hcGAS lum
CCOC(=O)C1=C(O)/C(=C\N2CCCCC2)N=C1C | 4 | . | 1
CC1CCc2sc(C(=O)OC(C)C(=O)NCc3ccc4c(c3)OCO4)cc2C1 (stereo unspecified) | -6 | -15 | -9
CC/C=C/CC(=O)Nc1cccc(C(=O)NC(C)(C)C)c1C | 1 | . | -4
CC(=O)OCC(=O)N1CCC(CCc2ccc(-c3ccccc3)cc2)CC1 | 3 | -6 | -6
C#CCOCC(O)CN(Cc1ccccc1F)CC1CCCO1 (stereo unspecified) | 23 | -4 | -3
CCn1nc(CC(C)C)cc1C(=O)N1C[C@H]2CC=C(C)C[C@H]2C1 | 0 | . | -4
COc1ccc(CN2CN=C(NS(C)(=O)=O)NC2)cc1 | -8 | -4 | 1
c1ccc(-c2nccn2CCN2CCCCC2)c(Cn2cccn2)c1 | 5 | -10 | -7
O=C(CCc1ccco1)NCC1(c2ccccc2Cl)CCOCC1 | 2 | . | 4
Cn1c(C(=O)NCc2cccs2)cc2c(=O)n3ccccc3nc21 | -1 | . | -7
COC(=O)Cn1cnc2c(-c3cccc(F)c3)csc2c1=O | 1 | -8 | -4
O=C1NC(c2ccco2)=NOC1c1ccccc1 (stereo unspecified) | 3 | . | -8
COc1cccc(CC(=O)N2CCOC(COc3ccc(F)cc3)C2)c1 (stereo unspecified) | -5 | 0 | -2
O=[N+]([O-])c1ccc(F)c(NC2=NCCC2)c1 | 5 | . | -2
O=C(NCc1cccnc1Oc1cccc(C(F)(F)F)c1)c1c(O)cccc1O | . | -13 | 4
CCn1cc(C(=O)N2CCN(Cc3ccccc3)CC2)c2nn(-c3ccccc3)c(=O)c-2c1 | 3 | -9 | -6
CC1=C(C(=O)OC(C)C)C(c2cccnc2)n2c(nc3ccccc32)N1 (stereo unspecified) | -14 | . | -7
CSc1ccc(-c2nc(CN3CCc4nc(N)sc4C3)c(C)o2)cc1 | -3 | . | -2
Cn1c(=O)n(CCN2CCOCC2)c(=O)c2c1nc1n(-c3ccccc3F)c(-c3ccccc3)cn21 | 1 | . | -5
COc1cccc(C(=O)NCc2nnc(SCc3ccccc3C)n2-c2ccc(C)cc2)c1 | -4 | 2 | 0
CCOc1cc(CNC(=O)c2cccc(CN3CCN(C)CC3)c2)ccn1 | 1 | . | -2
O=C(COc1ccccc1)NC1CC(=O)N(Cc2ccccc2C(F)(F)F)C1 (stereo unspecified) | 7 | . | -9
CNc1cnc(-c2ccc(O)c(OC)c2)cn1 | 5 | . | -10
CSCC(=O)N1CCc2ccc(NC(=O)C3(c4ccccc4)CC3)cc2C1 | 4 | . | -11
Cc1ccc(-n2nnnc2SCC(=O)N(C)C)c(C)c1 | -1 | -7 | -2
SMILES | NPYLR7 ag | mcGAS lum | hcGAS lum
OC(CN1CCOCC1)CN(CCc1nc(-c2ccccc2)no1)Cc1ccco1 (stereo unspecified) | -8 | 1 | 0
COc1ccccc1CN(C)c1nc2ccccc2s1 | -1 | . | -12
Cc1nn(CC(=O)NCC(F)(F)F)c(C)c1S(=O)(=O)NC(C)(C)C | 8 | . | -4
CCC1CN(S(C)(=O)=O)CCC1NCc1ccc(C(N)=O)cc1 (stereo unspecified) | 9 | . | -10
Cn1c(=O)n(Cc2ccc(Br)cc2)c(=O)c2c1nc1n2CCCN1Cc1ccco1 | 2 | -5 | -5
O=C(CCc1nc2ccccc2[nH]1)N1CCOC2CCCCC21 (stereo unspecified) | -17 | . | -9
CC1CCN(C(=O)Cn2cc(SCC(N)=O)c3ccccc32)CC1 | -4 | -3 | -1
CCOC(=O)c1ccc2c(c1)nc(SCc1ccc(OC(F)F)cc1)n2Cc1ccc(C(F)(F)F)cc1 | -8 | -7 | -9
CC/C=C(/C)C(=O)NCC1CCS(=O)(=O)C1 (stereo unspecified) | -2 | . | -2
COCc1ccc(C(=O)N(CC(F)(F)F)C(C)C(C)C)cc1 (stereo unspecified) | -1 | . | -4
CN(C)c1ccc(NC(=O)c2ccco2)cc1CN(CC1CCCO1)C(=O)c1cccs1 (stereo unspecified) | 26 | -8 | -6
COc1ccccc1Oc1cc(N2CCN(C(=O)c3ccccc3Br)C(C)C2)ncn1 (stereo unspecified) | . | -1 | -1
CC1=C(C(=O)Nc2ccccc2C)C(c2ccc(N(C)C)cc2)NC(=O)N1 (stereo unspecified) | -11 | -8 | -7
Cc1nc(C)c(C(=O)N(Cc2ccsc2)CC(C)C)o1 | . | -15 | -5
CC(C)N(CCC(N)=O)S(=O)(=O)NCc1ccccc1 | 15 | . | -7
CCn1c2c(=O)n(C)c(=O)n(C)c2n2c(-c3ccc(OC)cc3)nnc12 | 6 | . | -3
COc1ccc(-c2nc(COC(=O)c3nnn(-c4ccc(C)cc4)c3C)c(C)o2)cc1 | 8 | -5 | -1
O=C(COc1cccc(Cl)c1)N=Nc1c(O)[nH]c2c(Br)cc(Br)cc12 | -2 | . | -1
Cc1ccc(-c2csc(-n3nc(C)cc3NC(=O)C3CC(=O)N(c4ccccc4C)C3)n2)cc1 (stereo unspecified) | -10 | -8 | -5
Cc1ccc(S(=O)(=O)N(C)CC(=O)NC2CCSc3ccc(Cl)cc32)cc1 (stereo unspecified) | 1 | . | -2
CCC(C)(C)NS(=O)(=O)c1ccc(Br)cc1Cl | 14 | -6 | -6
COc1ccccc1NS(=O)(=O)c1ccc2oc(=S)n(CN3CCCC3)c2c1 | -12 | . | 15
CC(C)c1cc(CNC(=O)C2CCC(=O)N(CCCN3CCOCC3)C2)on1 (stereo unspecified) | 6 | . | -6
N#Cc1ccccc1CS(=O)(=O)NC(=O)C1=Cc2ccccc2OC1 | 3 | . | -5
CCS(=O)(=O)Oc1cccc(CN(C(=O)C(C)Cl)C(C)C)c1 (stereo unspecified) | 9 | -4 | -11
SMILES | NPYLR7 ag | mcGAS lum | hcGAS lum
COc1ccc(Cc2noc(CN(C)Cc3csc(-c4cccs4)n3)n2)cc1OC | 7 | -10 | -6
CC(c1ccc(-c2ccc3[nH]cc(C(=O)O)c(=O)c3c2)cc1)N1CCOCC1 (stereo unspecified) | 6 | -6 | -6
CCOc1cc2c(cc1CN(CCC#N)CC1CC1)OC(C)C2 (stereo unspecified) | 7 | . | -8
COc1ccccc1Oc1ncccc1CNC(C)CC(F)(F)F (stereo unspecified) | 20 | -12 | -4
O=C(NCC1CCN(C(CO)CO)C1)c1scc2c1CCCC2 (stereo unspecified) | . | -5 | -10
CC(C)c1cc(C(=O)NCc2cnc3c(c2)CCC3)n(C)n1 | . | -11 | -6
CC1(C(=O)NS(C)(=O)=O)CCN1C(=O)c1cccc2ccccc12 (stereo unspecified) | 1 | . | -8
Fc1cc(Cl)ccc1Oc1cc(N2CCNCC2)ncn1 | 14 | . | -2
CCCOc1ccc(C(=O)Nc2cccc(-c3nc4ccccc4o3)c2)cc1 | -3 | -6 | -6
Cc1nc(NCCNC(=O)C(C)C)cc(N2CCCC2)n1 | -1 | . | -8
CNC(=O)C1CCN(c2nn3cc(-c4ccccc4)nc3s2)CC1 | 1 | -14 | -11
Cc1ccccc1OCC(=O)NN=Cc1cc(Br)ccc1O | -7 | -5 | -6
COc1ccccc1CNC(=O)CNC(C)c1nncn1C (stereo unspecified) | 0 | . | -9
O=C(O)c1cc(-c2ccccc2)nn1-c1cccc([N+](=O)[O-])c1 | 14 | -3 | -3
COc1c(C)cc(S(=O)(=O)NCC(c2ccsc2)N2CCN(C)CC2)cc1C (stereo unspecified) | 1 | -4 | 0
CN(c1ccccc1)c1nc(N2CCCC2)nc(-n2ccnc2)n1 | 1 | . | -6
Cn1ccnc1CN(C(=O)c1cccc2ccnn12)C1CC1 | 1 | -16 | -5
CCn1nc(C(=O)N(CCCN(C)C)c2nc3c(C)ccc(Cl)c3s2)cc1C | -1 | . | -1
CN(C)c1nc2c(c(N3CCC(n4c(=O)[nH]c5ccccc54)CC3)n1)CCNC2 | 7 | -7 | -2
c1ccc(CNC2=NCCC2)nc1 | 1 | . | 5
Cc1c(C(=O)N2CCN(c3cccc(Cl)c3)CC2)cc(-c2ccccc2)n1-c1ccccc1F | 13 | -4 | -6
COc1ccc(-c2cnc3ncnn3c2N2CCCN(C(=O)C3CCCCC3)CC2)cc1OC | 0 | -9 | -7
O=C(NCCNC(=O)c1ccccc1)Nc1ccccc1F | 5 | . | -5
N#CC1(NC(=O)Cn2ncc(Cl)c(Cl)c2=O)CCCCC1 | 1 | . | -5
CC(CCn1cccn1)NCC(=O)Nc1ccc(Cl)cc1F (stereo unspecified) | 17 | . | -6
SMILES | NPYLR7 ag | mcGAS lum | hcGAS lum
CCCc1nc(N2CCCN(C(=O)COC)CC2)c2c(C)nn(-c3ccc(F)cc3)c2n1 | -7 | -7 | -4
CN(C)C(=O)c1cc(NC(=O)N(C)Cc2ccc(F)c(F)c2)ccn1 | 3 | . | -14
COc1ncc(C(=O)N2CC[C@@H](c3ccc4c(c3)OCO4)[C@H](O)C2)cn1 | 2 | -2 | 3
CCc1nc2ccc(C(=O)NCCOc3ccc(OC)cc3)cn2c1N(CC)C(=O)NCCc1ccccc1 | -2 | -1 | -2
COc1ccc(OC)c(-c2ncnc3sccc23)c1 | -4 | -18 | -8
COCCN(C(=O)Cc1nc(C)sc1C)C1CCN(C)CC1 | . | -2 | -2
CN(Cc1cc(-c2ccccc2)on1)C(=O)CC1NC(=O)c2ccccc21 (stereo unspecified) | 0 | . | -5
COC(=O)[C@@H]1C[C@@H](O)CN1C(=O)c1cc(C)sc1NC(=O)C(C)(C)C | 16 | . | -6
Cc1cc(C)n(-c2nc3c(c(=O)n2CC(=O)N2CCCc4ccccc42)CCCC3)n1 | -7 | -9 | -5
